hIAP activ – increases human intestinal alkaline phosphatase activity | 330,000 compounds, 0.16% hits | activation factor at 10 µM | purified human IAP, CDP-Star luminescence, 30 min; hits give high values; 1 = vehicle-only enzyme, 0 = enzyme-free background | AID 2524;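 active means activation factor of the enzyme at least 2-fold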; further: the source names both 10 and 20 µM as test concentration; values of inactives mirror those of a sister screen read the other way
Target sequence (P09923 whole entry, looked up): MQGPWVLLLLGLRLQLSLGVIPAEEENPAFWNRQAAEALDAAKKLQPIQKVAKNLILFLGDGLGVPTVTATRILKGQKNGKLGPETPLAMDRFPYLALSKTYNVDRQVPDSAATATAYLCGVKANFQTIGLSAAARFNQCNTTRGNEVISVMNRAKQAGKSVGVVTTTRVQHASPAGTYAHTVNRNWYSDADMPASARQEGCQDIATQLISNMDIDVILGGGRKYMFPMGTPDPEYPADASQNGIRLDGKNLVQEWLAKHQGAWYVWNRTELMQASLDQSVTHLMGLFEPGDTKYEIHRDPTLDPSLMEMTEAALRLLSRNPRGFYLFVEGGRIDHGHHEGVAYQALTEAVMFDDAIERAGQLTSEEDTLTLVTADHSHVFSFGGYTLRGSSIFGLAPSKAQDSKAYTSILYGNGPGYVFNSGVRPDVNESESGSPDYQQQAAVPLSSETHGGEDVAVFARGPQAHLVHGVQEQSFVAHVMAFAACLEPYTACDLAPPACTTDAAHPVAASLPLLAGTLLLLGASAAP
hIAP inh – blocks human intestinal alkaline phosphatase; purified IAP, CDP-Star luminescence, 30 min; inhibition, % at 10 µM; 330,000 compounds, 0.12% hits; P09923;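 active means inhibition reaching a set limit with compound at 10 µM in the primary screen, cut at about 35% in these data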;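 further: plate controls were DMSO wells with enzyme for no effect and no-enzyme buffer wells for full effect; values of inactives mirror those of a sister screen read the other way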
ATG4B inh – inhibitors of human ATG4B cysteine protease. ATG4B cleavage of LC3-PLA2, NBD-HPC fluorescence, 1 h. 340,000 compounds, 0.51% hits. Q9Y4P1. AID 504462. inhibition, % at 8.33 µM; in the data active means inhibition above about 40%
MPTP inh – blocks calcium-induced mitochondrial swelling | isolated mouse mitochondria, Ca2+ swelling absorbance, 30 min | inhibition, % at 10 µM | 360,000 compounds, 1.4% hits | AID 602449;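 active means inhibition of 50% or more, scaled per plate between neutral and stimulator controls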;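 further: 0% = DMSO wells given calcium and 100% = 1 mM EGTA wells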
mIAP inh – blocks mouse intestinal alkaline phosphatase | 330,000 compounds, 0.2% hits | inhibition, % at 10 µM | AID 2806 | purified mouse IAP, CDP-Star luminescence, 30 min;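 active means inhibition of at least 40% at 10 µM in the primary screen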;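 further: plate controls were DMSO with enzyme for no effect and no enzyme wells for full effect; values of inactives mirror those of a sister screen read the other way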
mIAP activ – mouse IAP activation. muIAP, CDP-Star luminescence, 30 min; hits give high values; 1 = vehicle-only enzyme signal, 0 = enzyme-free wells. activation factor at 10 µM. 330,000 compounds, 0.24% hits. AID 2805;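 active means activation factor of at least 2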; further: the source names both 10 and 20 µM as test concentration; values of inactives mirror those of a sister screen read the other way
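Assay system: mouse IAP enzyme; Reagent: CDP-Star chemiluminescent phosphatase substrate; Compound: DMSO-dissolved test compounds; Incubation: 30 min, room temperature; Technique: luminescence from enzymatic CDP-Star hydrolysis; Controls: DMSO-only wells and no-enzyme negative control.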
MIN6 prolif – MIN6 beta-cell proliferation induction; AID 2380; MIN6 cells proliferation, ATPlite luminescence, 48 h; cells starved in 0.2% serum; 100% = growth in 10% serum; 330,000 compounds, 0.29% hits; proliferation, % at 10 µM;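 active means compounds whose signal lies at least 3.5 SD above the mean of all wells on their plate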;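 further: 0% = DMSO-treated cells in low-serum medium and 100% = 10% serum control; some compounds called inactive have numbers as strong as hits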
APOBEC3A inh – human APOBEC3A DNA deaminase inhibition; P31941; recombinant A3A, FAM/TAMRA ssDNA deamination fluorescence; inhibition, % at 20 µM; 330,000 compounds, 0.41% hits; AID 493011;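 active means at least 40% inhibition at 20 µM here, with at most 30% in a related deaminase screen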;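 further: plate controls were A3A with DMSO for no effect and wells lacking A3A enzyme for full effect; some results filed as inactive read as strong as hits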
Target sequence (P31941 whole entry, looked up): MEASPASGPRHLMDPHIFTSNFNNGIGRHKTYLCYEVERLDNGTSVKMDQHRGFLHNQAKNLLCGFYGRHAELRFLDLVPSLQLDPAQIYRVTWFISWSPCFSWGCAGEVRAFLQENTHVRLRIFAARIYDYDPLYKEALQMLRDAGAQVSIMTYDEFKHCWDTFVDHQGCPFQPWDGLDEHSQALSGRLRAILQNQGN
A3G deaminase – APOBEC3G (human) deaminase inhibition; Q9HC16; recombinant A3G, ssDNA deamination FAM/TAMRA fluorescence; inhibition, % at 20 µM; 330,000 compounds, 0.28% hits; AID 493012;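 active means inhibition of at least 40% at 20 µM, with no more than 30% in the related APOBEC3A deaminase screen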;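 further: plate controls were DMSO wells with A3G for no effect and wells lacking A3G enzyme for full effect; some compounds called inactive have numbers as strong as hits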
Active calls of the source: *; . = not tested or not shown.

SMILES	hIAP activ	hIAP inh	ATG4B inh	MPTP inh	mIAP inh	mIAP activ	MIN6 prolif	APOBEC3A inh	A3G deaminase
Cc1ccc(C(=O)NCc2nc3ccccc3[nH]2)o1	1.1	-12	-5	0.4	4	0.96	-3	-1	-7
Cc1ccc(C)c(CN2CCC(n3nccc3NC(=O)C3CCCC3)CC2)c1	1.7	-72	-2	-0.5	-27	1.3	-3	-4	-9
O=S(=O)(c1ccc(NC(=S)NCc2cccnc2)cc1)N1CCCCC1	1	0	-8	44	-13	1.1	-4	-3	-2
COC(=O)c1cccc(NC(=O)CSc2nnc(COc3ccc(C#N)cc3)n2-c2ccccc2)c1	0.96	4	-13	2.4	6	0.94	-1	0	-5
O=C1c2ccccc2C(=O)N1CC#CCN1CCN(C(c2ccccc2)c2ccccc2)CC1	0.84	16	-2	-4.6	5	0.95	-1	1	-6
COc1cc2nc(N(CCCN(C)C)C(=O)c3ccc(S(=O)(=O)N(C)C4CCCCC4)cc3)sc2cc1OC	1.2	-20	-4	2.8	4	0.96	-6	0	-4
O=C(O)CCCC(=O)Nc1c(F)c(F)c(F)c(F)c1F	0.92	8	-9	-0.5	0	1	-5	-1	-6
Cc1ccc(S(=O)(=O)N2c3ccccc3NC(=O)CC2C)cc1 (stereo not given)	1.1	-8	-5	-0.4	1	0.99	-2	-2	-1
CN(Cc1ccccc1)C(=O)CN1C(=O)c2ccccc2S1(=O)=O	0.85	15	3	-1.1	0	1	4	-2	-9
CCOc1ccc(NC(=S)Nc2ccc(F)cc2)cc1	1.2	-16	2	0.4	-5	1.1	-1	-9	-12
Cc1ccc(S(=O)(=O)N/N=C/c2cc(Br)c(C)o2)cc1	0.83	17	-2	-1.5	-1	1	-3	-2	-4
O=C(Nc1sc2c(c1C(=O)O)CCCC2)c1ccc(Cl)cc1	1.2	-22	23	3.1	8	0.92	-2	0	-2
Cn1cccc1C(=O)NC(=O)COC(=O)c1cc(S(=O)(=O)N2CCCCC2)ccc1Cl	0.92	8	51*	-2.2	10	0.91	-2	-4	-5
COc1ccc(S(=O)(=O)N2CCCOC2CNC(=O)C(=O)NCCCN2CCOCC2)cc1C (stereo not given)	1.2	-21	-2	-0.4	-4	1	-6	-1	0
COc1cccc(-c2cc3onc(-c4ccccc4)c3c(=O)n2C)c1	0.99	0	-10	1.7	-5	1.1	-7	-4	-12
CCNC1=C(Cl)C(=O)c2ccccc2C1=O	0.9	10	-7	3.5	1	0.99	-5	7	-2
CCOc1ccc(C(=O)Nc2c3c(nn2C(C)(C)C)CSC3)cc1OCC	1	-4	11	-2.2	-3	1	-2	-4	-8
CC(=C1C(=O)c2ccccc2C1=O)N1CCN(c2ccc(F)cc2)CC1	0.94	6	1	2.1	1	0.99	-1	0	0
CCOc1ccc(NC(=O)CSc2nnc(C3CC3)n2C2CC2)cc1	0.98	2	-7	2.3	6	0.94	-2	1	-1
COc1cc2c(cc1NC(=O)c1ccc(C(C)(C)C)cc1)CCCC2	1.3	-29	0	5.1	-4	1	-3	-2	-7
CCC(=O)N1CCC(c2ccc(OC)cc2)=N1	1.2	-15	-9	0.5	2	0.98	-1	-1	-7
COc1ccc(NC(=O)CCNS(=O)(=O)c2cc(Br)ccc2Br)cc1S(N)(=O)=O	1	-1	-3	1.3	0	1	0	-2	-8
Cc1ccc(SCC(=O)OCC(=O)N(C)CC(=O)Nc2ccc(F)cc2)cc1C	1.2	-16	-6	-0.7	-2	1	6	1	-10
COc1ccccc1OCCn1cc(C(=O)O)c2ccccc21	0.86	14	8	-1.5	4	0.96	-3	-2	-4
Cc1ccccc1S(=O)(=O)c1cc(C#N)c(=O)[nH]c1N	0.95	5	1	1.3	6	0.94	5	-1	-4
CCCc1nnc(NC(=O)CCCN2C(=O)c3ccccc3C2=O)s1	0.86	14	-6	-5.5	3	0.97	0	-5	-6
Cc1ccc(NC(=O)C/C(N)=N/OC(=O)c2ccccc2)cc1	0.88	12	-5	-0.3	-2	1	-3	3	-3
COc1ccc(S(=O)(=O)Nc2ccc(S(=O)(=O)N3CCCCC3)cc2)cc1OC	1.1	-13	-5	1.9	3	0.97	-3	-2	-10
COc1ccc(Cl)cc1NC(=S)N1CCCCCC1	1.1	-13	0	-0.6	-6	1.1	1	-4	-9
CC(C)CN1C(Nc2ccccc2)=NC[C@@H]1C	1.1	-11	-2	0.4	-6	1.1	1	-1	-6
Cc1cc(C)cc(NC(=O)COC(=O)c2cccc(S(=O)(=O)N3CCCCC3)c2)c1	0.98	2	-3	0.6	-11	1.1	-4	6	-2
CCCc1nc2sc(C(=O)OCC)c(N)c2c2c1COC(C)(C)C2	1.2	-16	-7	1.7	-21	1.2	1	-4	-7
COc1ccccc1CC(=O)O/N=C(\N)c1cccc([N+](=O)[O-])c1	1	-4	-11	-0.2	-8	1.1	-2	-6	-7
COc1ccc(CCNC(=O)NCCc2c[nH]c3ccccc23)cc1OC	0.99	1	-4	-0.1	-7	1.1	0	-5	-6
CCC1CCCCN1S(=O)(=O)c1ccc(NC(=O)c2cccs2)cc1 (stereo not given)	1	-1	-9	9.2	-4	1	-3	0	1
CCC(=O)Nc1cc(-c2nc3ncccc3o2)ccc1Cl	1.1	-11	-1	-0.5	-7	1.1	-3	2	-1
CCc1noc(C)c1C(=O)OCC(=O)NCc1ccccc1OC	0.94	6	10	-0.1	-6	1.1	-2	1	-8
Cc1ccc(C(=O)Nc2ccon2)cc1S(=O)(=O)N1CCCCCC1	1.1	-11	-6	-2.8	1	0.99	-2	0	-3
COCC(=O)Nc1cc(C(=O)Nc2ccccc2)ccc1Cl	1	-2	.	.	2	0.98	2	-2	-1
COc1ccc(N(CC(=O)NCCSCc2ccccc2Cl)S(C)(=O)=O)cc1Cl	0.9	10	-11	0.2	-4	1	-1	-4	-5
CC(=O)Nc1ccc(NC(=O)c2cc(C)nn2-c2ccccc2)cc1	1.1	-5	-3	-0.6	2	0.98	-3	-1	-3
CCOc1cc(/C=C2/SC(=S)N(C)C2=O)ccc1Oc1ccc([N+](=O)[O-])cc1[N+](=O)[O-]	0.9	10	.	.	9	0.91	-1	-2	-3
CS(=O)(=O)c1ccc(Cl)c(NC(=O)COC(=O)CCc2c[nH]c3ccccc23)c1	1	-2	1	-0.1	2	0.98	-2	2	-4
Cc1ccc2oc(Nc3nc(C)cc(C)n3)nc2c1	0.91	9	4	-0.9	-11	1.1	-1	-2	-3
Cn1cc(Cl)nc1C(O)c1ccccc1 (stereo not given)	1.2	-17	3	3.2	24	0.76	0	2	-5
Cc1cc2ccccn2c1C(=O)c1cc([N+](=O)[O-])cc([N+](=O)[O-])c1	1	-1	-9	-1.1	10	0.9	-1	-1	-9
O=C(Cc1ccccc1)Nc1cccc(N2CCCC2)c1	0.83	17	-7	1.5	5	0.95	-3	-8	-6
CC(=O)c1c(C)[nH]c(C(=O)OCC(=O)Nc2ccccc2Cl)c1C	1	-2	4	1.7	-3	1	-3	6	-2
CN(C)c1ccc(N=Cc2ccco2)cc1	0.9	10	18	-0.4	14	0.86	-4	-4	-3
CC(=O)c1cc(-c2ccc(F)cc2)n(CCC(=O)NC(C)(C)C)c1C	0.98	2	-2	-0.1	3	0.97	-1	-2	-10
COc1ccc(OC)c(C2C(C#N)=C(N)N(N(C)C)C3=C2C(=O)CC(C)(C)C3)c1 (stereo not given)	1.1	-12	3	0.0	13	0.87	-2	-3	-1
O=c1[nH]c(C2CCCCC2)nc2ccccc12	1.2	-16	-8	-0.2	-4	1	0	1	-2
CCC1CCCCN1CCCn1c(=S)[nH]c2ccccc2c1=O (stereo not given)	0.86	14	-3	-1.6	-4	1	3	-2	-2
COc1ccc(Cl)cc1C(=O)OCC(=O)NC1CCCC(C)C1C (stereo not given)	0.95	5	1	-1.0	6	0.94	6	6	4
COc1cc(NC(=O)C2CCN(S(=O)(=O)c3cccs3)CC2)cc(OC)c1	0.99	0	-9	-1.0	-21	1.2	4	26	-2
Cc1ccc(N2C(=O)CC(Sc3nc4ccccc4o3)C2=O)cc1Cl (stereo not given)	0.87	13	-14	3.4	-8	1.1	-5	-4	-4
O=C(CCN1C(=O)/C(=C/c2ccc(F)cc2)SC1=S)Nc1cccnc1	0.88	12	0	6.3	6	0.94	0	-4	-12
COc1ccc(CC2(C)OC(c3ccncc3)=NN2C(C)=O)cc1 (stereo not given)	1	-2	1	-1.1	-4	1	1	-8	-5
CC1Cc2cc(S(=O)(=O)N3CCN(c4ccc(Cl)cc4)CC3)ccc2N1C(=O)C1CC1 (stereo not given)	0.89	11	-5	8.6	6	0.94	-4	-5	-4
Cc1cc(NC(=O)CSc2nc3c(sc4ccccc43)c(=O)n2CCc2ccccc2)n[nH]1	1.2	-21	-3	-0.5	10	0.9	3	-3	-6

Grouped by structure, those above containing a tert-butyl group.
SMILES	hIAP activ	hIAP inh	ATG4B inh	MPTP inh	mIAP inh	mIAP activ	MIN6 prolif	APOBEC3A inh	A3G deaminase
CCOc1ccc(C(=O)Nc2c3c(nn2C(C)(C)C)CSC3)cc1OCC	1	-4	11	-2.2	-3	1	-2	-4	-8
COc1cc2c(cc1NC(=O)c1ccc(C(C)(C)C)cc1)CCCC2	1.3	-29	0	5.1	-4	1	-3	-2	-7
CC(=O)c1cc(-c2ccc(F)cc2)n(CCC(=O)NC(C)(C)C)c1C	0.98	2	-2	-0.1	3	0.97	-1	-2	-10

Continued:
SMILES	hIAP activ	hIAP inh	ATG4B inh	MPTP inh	mIAP inh	mIAP activ	MIN6 prolif	APOBEC3A inh	A3G deaminase
CC(C)C(NC(=O)CN1C(=O)c2ccccc2C1=O)c1ccccc1 (stereo not given)	1.2	-21	-7	-0.3	11	0.89	-2	-1	-3
CC(C)(C)c1cc(-c2n[nH]c(=S)n2-c2ccc(Cl)cc2)n[nH]1	0.84	16	-9	1.6	5	0.95	1	2	16
CC(OC(=O)CCc1nc2ccccc2[nH]c1=O)c1ccccc1 (stereo not given)	1.1	-7	-5	-1.7	-2	1	-2	0	-6
CCC(C(=O)Nc1ccccc1)c1ccccc1 (stereo not given)	1.1	-9	5	0.8	-5	1.1	-1	-2	5
CC1(C)C(=O)OC(c2ccccc2)C(C)(C)C1=O (stereo not given)	0.91	10	-7	3.8	1	0.99	0	-3	-7
CC(C)(O)C#Cc1ccc([C@@H]2C[C@H]3CN(c4ccccc4)C(=O)[C@]34CCCN24)s1	1.2	-15	-7	3.3	8	0.92	-5	-2	-3
O=C(O)C[C@H]1c2ccc(C(F)(F)F)cc2S(=O)(=O)N1C1CCCCC1	0.82	18	9	2.6	3	0.97	-2	1	-8
O=C(Nc1cc2c(cc1[N+](=O)[O-])OCCO2)c1cccnc1	0.95	4	-13	-0.1	8	0.92	-5	-4	-8
CC(C)n1nnnc1SCC(=O)Nc1ccccc1F	1	-5	1	-0.2	-1	1	-5	-5	-11
CCCCCC(=O)Nc1cccc(C2=NOC3(C2)C[C@H](C(N)=O)N(C(=O)[C@H]2CCC(=O)N2)C3)c1 (stereo not given in full)	0.97	2	-6	0.5	-1	1	0	-1	-6
CCOC(=O)c1ccccc1NC(=O)COC(=O)C(Cc1c[nH]c2ccccc12)NC(C)=O (stereo not given)	1.2	-16	-13	-1.2	-2	1	6	3	-5
O=C(NC(=S)Nc1ccc2oc(=O)ccc2c1)c1cccc(F)c1	1.1	-7	-13	0.2	2	0.98	-3	-2	-3
Fc1ccc2[nH]c3c(NCc4ccccc4)ncnc3c2c1	1.3	-27	50*	84*	-172	2.7*	-7	1	-6

Screens: PubChem, Sanford-Burnham Center for Chemical Genomics
